GLS inh = blocks human kidney-isoform glutaminase activity; Potency, µM (series often up to 45.5 µM), without a hit: top-dose activity change, negative = inhibition, usual class: inhibitors; O94925; hit rate 0.21% among 410,000; GLS enzymatic activity, qHTS titration; AID 624170; further: potency means the concentration at half of the fitted maximal effect; on the % scale 0 is the no-effect control and ±100 the full control effect
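Read-out is an Amplex red fluorescence increase coupled through glutamate oxidase and HRP, measured before and after 30 min room-temperature incubation. hKGA is in 45 mM KH2PO4 (pH 8.2) with 0.02% Tween-20; glutamine added as 1mM solution.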
POLH inh = blocks human DNA polymerase eta activity | Q9Y253 | recombinant Pol eta, fluorescent DNA replication assay | Potency, µM (highest dose often 114 µM), for inactives: at the highest dose activity change, negative = inhibition, actives largely listed as inhibitors | hit rate 1.2% among 390,000; further: potency means the concentration at half of the fitted maximal effect; on the % scale 0 is the no-effect control and ±100 the full control effect
Target sequence (Q9Y253 whole entry, looked up): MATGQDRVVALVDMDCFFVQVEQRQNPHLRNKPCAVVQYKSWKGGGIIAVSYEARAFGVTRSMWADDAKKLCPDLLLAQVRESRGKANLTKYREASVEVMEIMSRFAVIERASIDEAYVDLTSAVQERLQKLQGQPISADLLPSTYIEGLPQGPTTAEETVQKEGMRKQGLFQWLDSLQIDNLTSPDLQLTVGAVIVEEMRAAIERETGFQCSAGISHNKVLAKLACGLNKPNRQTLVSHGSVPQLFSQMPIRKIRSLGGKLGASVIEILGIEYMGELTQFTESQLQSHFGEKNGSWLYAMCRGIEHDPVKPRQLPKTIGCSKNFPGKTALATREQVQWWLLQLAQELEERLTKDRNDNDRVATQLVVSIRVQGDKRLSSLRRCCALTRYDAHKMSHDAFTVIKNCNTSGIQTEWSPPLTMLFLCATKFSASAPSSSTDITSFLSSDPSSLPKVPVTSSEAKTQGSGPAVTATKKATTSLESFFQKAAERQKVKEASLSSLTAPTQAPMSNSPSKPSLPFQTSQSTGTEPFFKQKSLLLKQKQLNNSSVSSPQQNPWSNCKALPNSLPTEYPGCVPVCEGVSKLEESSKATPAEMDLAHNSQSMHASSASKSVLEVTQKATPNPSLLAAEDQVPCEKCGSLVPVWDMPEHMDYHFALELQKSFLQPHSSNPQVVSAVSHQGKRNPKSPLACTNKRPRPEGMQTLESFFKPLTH
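Fluorescent replication assay: 50 nM final substrate added after a 15 min room-temperature compound preincubation with 10 nM enzyme. Signal taken at 0 min and again at 10 min.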
G9a block = G9a (human) methyltransferase inhibition. Q96KQ7. G9a H3K9 monomethylation, AlphaScreen, 2 h. Potency, µM (titrated, usually from 102 µM), for inactives: at the highest dose activity, negative = inhibition, most hits filed as inhibitors. hit rate 8.8% among 350,000. AID 504332; further: potency means the concentration at half of the fitted maximal effect; on the % scale 0 is the no-effect control and ±100 the full control effect; nearly all actives have a fitted effect of over 75% in size
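Readings reflect AlphaScreen signal from monomethyl-H3K9 antibody detection. HMT at 20 nM; substrate b-H3K9 500 nM; cofactor SAM 20 uM; 2 h RT reaction; compounds tested as titrations in qHTS with 15 min preincubation.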
BAZ2B inh = blocks human BAZ2B. Q9UIF8. AlphaScreen BAZ2B-H3K14Ac peptide displacement. Potency, µM (series often up to 114 µM), without a hit: at the top dose activity change, negative = inhibition, hits mostly inhibitors. hit rate 4.4% among 360,000; further: potency means the concentration at half of the fitted maximal effect; on the % scale 0 is the no-effect control and ±100 the full control effect; nearly all actives have a fitted effect of over 60% in size
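Compounds, titrated to a top concentration of 110 uM, were incubated 30 min at room temperature with preformed BAZ2B/acetyl-K14 H3 peptide complex (50 nM each). Proximity signal was measured by AlphaScreen after 20 min with beads.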
PI4K2A inh = inhibitors of human PI4K2A; hit rate 0.13% among 420,000; AID 1346378; activity change, negative = inhibition, % at 76.9 µM; Q9BTU6; purified PI4K2A, ADP-Glo luminescence, 1 h; active compounds read low; in the data active means activity change below about -50%; inconclusive means mostly about -30% to -49%;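 further: -100% = wells without enzyme as full effect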
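ADP-Glo luminescence measured ADP generated by PI4K2A enzyme (4 ug/mL before mixing) with 1.2 mM PI substrate (pre-mix) and 300 microM ATP (pre-mix). Tris pH7.5 buffer with MgCl2, Triton X-100; 1 h reaction at ambient temperature.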
HP1b binding inh = HP1-beta chromodomain-methylated histone interaction inhibition; P83916; AlphaScreen HP1-beta / biotin-H3K9me3 peptide binding; Potency, µM (titrated, usually from 114 µM), for the others: at the highest dose activity change, negative = inhibition, actives largely listed as inhibitors; hit rate 0.56% among 390,000; AID 540317; further: potency means the concentration at half of the fitted maximal effect; nearly all actives have a fitted effect of over 70% in size; inactives centre near 23
Target sequence (P83916 whole entry, looked up): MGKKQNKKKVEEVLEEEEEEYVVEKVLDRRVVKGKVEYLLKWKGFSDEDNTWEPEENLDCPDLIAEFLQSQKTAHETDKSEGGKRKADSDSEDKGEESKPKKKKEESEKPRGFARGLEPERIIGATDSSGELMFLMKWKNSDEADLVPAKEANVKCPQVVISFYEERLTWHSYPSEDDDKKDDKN
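Compound inhibition of the preformed complex between 50 nM HP1-beta and 50 nM biotinylated H3K9me3 peptide was read by AlphaScreen. Buffer was PBS pH 7.4 with 0.01% Tween-20. Incubations ran 30 min at room temperature, with 10 ug/mL donor/acceptor beads.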
JMJD2A Tudor = blocks the human JMJD2A Tudor domain; AlphaScreen JMJD2A-Tudor / H3K4me3 peptide binding; hit rate 4.4% among 390,000; Potency, µM (titrated, usually from 114 µM), for the others: at the highest dose activity change, negative = inhibition, most hits filed as inhibitors; AID 504339; O75164; further: potency means the concentration at half of the fitted maximal effect; on the % scale 0 is the no-effect control and ±100 the full control effect; nearly all actives have a fitted effect of over 50% in size
Tb PGK inh = blocks T. brucei phosphoglycerate kinase; PGK/GAPDH coupled, Kinase-Glo luminescence, 60 min; Potency, µM (series often up to 57.5 µM), for inactives: at the highest dose activity change, negative = inhibition, hits mostly inhibitors; P07378; hit rate 0.043% among 380,000; further: potency means the concentration at half of the fitted maximal effect; on the % scale 0 is the no-effect control and ±100 the full control effect; nearly all actives have a fitted effect of over 60% in size
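Recombinant glycosomal PGK reaction used 1,3-bisphosphoglycerate generated in-well by GAPDH (100nM final) in 100mM TEA pH 7.6, 5mM MgCl2, 0.01% Tween-20. After 60 minutes at room temperature, ATP was read by Kinase-Glo Plus luminescence end-point.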
Pin1 inh = inhibitors of human Pin1; hit rate 0.009% among 390,000; Q13526; Potency, µM (top dose mostly 115 µM), for the others: at the top dose activity, negative = inhibition, hits mostly inhibitors; Pin1 FP peptide displacement, HiFluor488, 10 min; active means well fitted inhibition curve with a large enough effect in the polarisation, with a control signal flat, not every such curve was filed as active; inconclusive means small, poorly fitted or top-dose-only effect, or effect the other way, or a change in a side signal; inactive means no such curve, though single readings can be large or run the other way; the % refers to the polarisation; further: potency means the concentration at half of the fitted maximal effect; on the % scale 0 is the no-effect control and ±100 the full control effect
Target sequence (Q13526 whole entry, looked up): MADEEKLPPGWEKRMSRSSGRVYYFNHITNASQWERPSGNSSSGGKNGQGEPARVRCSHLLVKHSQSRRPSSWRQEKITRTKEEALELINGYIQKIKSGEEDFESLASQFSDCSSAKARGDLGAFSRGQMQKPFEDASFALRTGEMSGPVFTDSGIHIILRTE
Active calls of the source: *; i = inactive; u = inconclusive; x = no result given; [ ] = remark or other dose. Unless noted, the call rests on the fitted dose curve; in most records, active means well fitted curve in the direction sought with a large enough effect; inconclusive means small, poorly fitted or top-dose-only effect, or another doubt; inactive means no such curve, though single readings can be large; an effect the other way counts as inactive or inconclusive. This is a subset, so the mix of outcomes need not match the whole.

Second line of a record – GLS inh, POLH inh, G9a block, BAZ2B inh, PI4K2A inh, HP1b binding inh, JMJD2A Tudor, Tb PGK inh, Pin1 inh
COc1ccc(C(=O)Nn2cnc3scc(-c4cccs4)c3c2=O)c(O)c1
→ 0%, -11%, 9%[12.7 µM], 3%, 3, 6%, -23%[57.1 µM], -9%, 2%
CCOc1ccccc1CC1C(=O)Nc2ccc(Br)cc21 (stereo not given)
→ -1%, -12%, -16%[59 µM], -17%, -2, 23%, -29%, 12%, u
COc1ccccc1[C@@H]1C(c2cccc(C)c2)=NN(c2ccc(Br)cc2)[C@H]1C(=O)N1CCOC1=O
→ 0%, -20%, 58%[activator][59 µM], x, -2, 64%[activator], 13%, -3%, 3%
CCN1C(=O)/C(=C/c2ccc(OCc3ccc(C(=O)O)cc3)c(Cl)c2)NC1=S
→ 15%, u, 71µM*, u, -1, -5%, u, -4%, -20%
CCCN1CCN(CCCNC(=O)c2ccc3c(c2)sc2nc(-c4ccc(OC)cc4)cn23)CC1
→ 0%, -42%, -2%[59 µM], 3%, -1, 43%, -2%, 7%, 21%
COc1ccc(-n2nc(C(=O)Nc3ccc(C(C)=O)cc3)nc2-c2ccccc2)cc1
→ 4%, -15%, u, 0%, -8, 46%[activator], -7%, i, 4%
CC(=O)Nc1c(Br)cc2c(c1Br)Cc1cc([N+](=O)[O-])ccc1-2
→ -3%, -11%, x, x, 0, 36%, -13%, -1%, -4%
O=C(O)c1cc(-c2ccco2)[nH]n1
→ -1%, u, u, 4%, 0, 25%, 79µM*, -8%, u
O=C(COC(=O)C12CC3CC(CC(Br)(C3)C1)C2)Nc1c(F)cccc1F
→ -3%, -21%, x, x, 0, 33%, 6%, -3%, 0%
CCn1c(C)cc(/C=C2/NC(=O)N(Cc3ccccc3F)C2=O)c1C
→ -13%, -19%, -21%, -36%, 1, 17%, u, 6%, 27%
O=c1ccc(NS(=O)(=O)c2ccccc2Cl)cn1Cc1ccc(Cl)c(Cl)c1
→ 59%[activator], -7%, 28µM*, 56µM*, -17, 17%, -25%, -7%, 1%
CCOC(=O)c1cccc(P(C)(C)=O)c1
→ -2%, -9%, u, -16%, 0, 18%, -12%, -9%, 4%
COc1ccc(N2CCC(CNC(=S)Nc3cccc(C)c3)C2)cc1 (stereo not given)
→ 29%, u, u, 13µM*, 1, u, 45µM*, 5%, -2%
O=C(Nc1ccccc1)C1Cc2ccccc2CN1C(=O)c1ccco1 (stereo not given)
→ -11%, u, u, -7%, -2, 42%[activator], u, -2%, 5%
Cc1cc(NC(=O)c2cc(-c3ccccc3)on2)no1
→ -11%, -12%, -46%[59 µM], 13%, 4, 16%, -11%, -11%, 14%
COc1cc(C(=O)NNC(=S)NC(=O)c2ccc(Cl)cc2)cc(OC)c1OC
→ 23%, -7%, u, 3%, 2, u, -23%, -6%, -2%
Cc1ccc(NC(=O)C2CCCN2S(=O)(=O)c2cccc3nsnc23)c(C)c1 (stereo not given)
→ 13%, -15%, 6%[59 µM], -38%, 1, 9%, -16%, 8%, -3%
CSc1ncccc1C(=O)Nc1nc2ccc(F)cc2s1
→ 9%, -16%, 35%, -9%, 0, 29%, 4%, -5%, 9%
CC(=O)Nc1ccc(NC(=O)CCC(=O)OCC(=O)c2ccc(C)c([N+](=O)[O-])c2)cc1
→ 16%, -12%, -24%, 25%, 3, 55%[activator], -1%, -6%, 3%
CCn1c(=S)sc2c(=O)n(CC(=O)NCCCc3ccccc3)c(C)nc21
→ 0%, -3%, u, -8%[57.1 µM], 4, 22%, -33%, -8%, -4%
CCC(C)OC(=O)C1=C(C)O[C@]23OC(N)=C(C#N)[C@]12C(=O)c1ccccc13 (stereo not given in full)
→ 10%, -19%, -39%[59 µM], -7%, -1, 25%, 2%[57.1 µM], 0%, 4%
CC(C)CCNC(=O)C1CCCN(S(=O)(=O)c2ccc(F)cc2)C1 (stereo not given)
→ -1%, 3%, -8%, 4%, -8, 21%, -10%, -6%, 1%
CC(=O)c1ccc(NC(=S)NCCCN2CCOCC2)cc1
→ 1%, -13%, 8%, -11%, 6, 55%[activator], 5%, u, 4%
Cc1ccc2oc(C(=O)N(CCO)Cc3ccccc3)c(C)c2c1
→ -6%, -22%, x, u, 4, 36%, -8%, -2%, 19%
CCn1cc(C(=O)NCc2ccc(C)cc2)c(=O)c2cc(S(=O)(=O)N3CCC(C)CC3)ccc21
→ 3%, -13%, 18%[59 µM], x, 0, 67%[activator], -10%, i, 2%
N#Cc1cccc(NC(=O)c2cc3c(s2)-c2ccc(Cl)cc2SC3)c1
→ 6%, -5%, 1%[59 µM], 2%, 4, 31%, -8%, 8%, 22%
Cc1cc(C(=O)CSc2nn3c(=O)c(C(C)(C)C)nnc3s2)c(C)n1-c1ccc(F)cc1
→ 8%, -10%, 20%[2.33 µM], -33%, -15, 16%, -20%, -9%, 27%
Cc1nn2c(N3CCCC3)c3c(nc2c1-c1ccccc1)CCC3
→ 3%, -20%, u, -3%, 1, 76%[activator], -5%, 6%, 19%
O=C(Nc1ccc(N2CCN(c3ccc(C(F)(F)F)cn3)CC2)nc1)c1cccs1
→ -1%, u, u, -22%, -6, 12%, -18%, i, 3%
CCn1ncc([N+](=O)[O-])c1C(=O)n1nc(C)cc1C
→ 2%, -5%, 6%[59 µM], 6%, 2, 24%, 2%, 1%, 3%
COc1ccc(C2C(C(=O)c3sc(C)nc3C)=C(O)C(=O)N2CCCn2ccnc2)cc1OC (stereo not given)
→ 1%, -2%, 26%[12.7 µM], u, 5, 26%, u, 5%, -9%
CCN(CC)c1c([N+](=O)[O-])c(=O)n(C)c2ccccc12
→ -5%, 2%, -41%, x, -1, 4%, -18%, -4%, -3%
O=C1CC(=C2c3ccccc3-c3ccccc32)C(=O)N1CCCCN1CCN(c2ccccc2)CC1
→ -1%, 1%, 7.9µM*, u, -13, -7%, u, -6%, -2%
CCOC(=O)N1CCN(C(=O)C(CC(C)C)NC(=O)C2CCCCC2)CC1 (stereo not given)
→ -11%, -19%, 20%[59 µM], -4%, 11, 31%, 4%, -2%, -4%
O=c1[nH]c2ccccc2n1Cc1ccccc1
→ 0%, -13%, -14%[59 µM], -6%, 1, 43%[activator], 1%, -5%, -6%
CCc1ccccc1Nc1nn2c(=O)c3ccc(C(=O)NC4CCCCC4)cc3nc2s1
→ -6%, u, 4%[59 µM], -6%, -5, 21%, -13%, -9%, 1%
CC(NC(=O)Cc1ccc(-c2ccccc2)cc1)c1ccccc1 (stereo not given)
→ 8%, 4%, u, 1%, -9, u, -10%, -1%, u
O=C(O)c1ccc(NC(=O)c2ccc(Cl)c(S(=O)(=O)N3CCCCCC3)c2)cc1
→ -1%, -16%, 7%[59 µM], -22%, -2, 32%, -20%, -11%, -8%
CCCNc1c(NS(=O)(=O)c2c(F)c(F)c(F)c(F)c2F)c(=O)oc2ccccc12
→ 22%, -14%, 7%, -13%, 2, 74%[activator], -11%, -2%, 2%
CS(=O)(=O)c1ccc(Cl)c(C(=O)NC2CCSc3ccccc32)c1 (stereo not given)
→ -12%, 4%, u, -19%, 1, -5%, -16%, 3%, -11%
COc1cc(CCC(=O)NCC2CCCO2)cc(OC)c1OC (stereo not given)
→ -13%, -2%, x, 5%, 5, 28%, -5%, -2%, -9%
O=C(Nc1ccccc1)C12CC3CC(C1)CC(n1cnc([N+](=O)[O-])n1)(C3)C2
→ 9%, 3%, 55%[activator][12.7 µM], 8%, -1, 10%, -9%, -1%, 4%
COc1ccc(CCNC(=O)Cc2c(C)c3cc(OC)c(OC)cc3oc2=O)cc1
→ 12%, -4%, 7%[59 µM], -2%, -3, 34%, -13%, 5%, -5%
COc1ccccc1CCNC(=O)C(=O)NCC1OCCN1S(=O)(=O)c1ccc2c(c1)OCCO2 (stereo not given)
→ -3%, -2%, x, -13%, 3, 23%, -16%, -10%, 15%
COc1ccc(C2c3c(oc4ccccc4c3=O)C(=O)N2CCN2CCOCC2)cc1OC (stereo not given)
→ -1%, -13%, x, x, 0, 14%, 2%, -11%, -2%
Cc1ccc(C(=O)c2sc3nsc(C)c3c2N)cc1
→ 13%, -15%, u, 47%[activator], 3, 43%[activator], -2%, -9%, u
COc1ccc(-n2nc(C(=O)NCC(=O)NCCC3=CCCCC3)c3ccccc3c2=O)cc1
→ -15%, 0%, 7%, 13%, -1, 23%, -3%, -6%, -2%
Cc1cccc(NS(=O)(=O)c2cc(C(=O)OC(C)C(=O)NCc3ccc4c(c3)OCO4)ccc2C)c1 (stereo not given)
→ -4%, -16%, -12%[59 µM], -15%, 3, 17%, -18%, i, 23%
C=CCNc1cc(=O)n(Cc2ccccc2)c(=O)[nH]1
→ 6%, -4%, x, x, -2, 24%, 7%, -9%, 1%
Cc1cc(C)n(CCc2nc3c4ccccc4n(CC#N)c(=O)n3n2)n1
→ -9%, -9%, 13%[59 µM], 10%, 7, 29%, -2%, 5%, -4%
CC(=O)NN1C(=O)c2ccc(Oc3cccc([N+](=O)[O-])c3)cc2C1=O
→ 6%, 10%, 5%, -2%, -1, 2%, -17%, i[11.5 µM], -4%
COc1cc(SC)ccc1C(=O)NCc1ccc(C)cc1
→ 9%, -8%, 55%[activator], 3%, -3, 36%, 9%, 0%, 7%

Assay outcomes from PubChem.
